MBNL1-CUG inh – blocks human MBNL1 binding to CUG repeat RNA; Potency, µM (highest dose often 57.5 µM), inactives show at the highest dose activity change, negative = inhibition, hits mostly inhibitors; TR-FRET MBNL1-His/biotin-(CUG)12 binding, 665/545 ratio; 280,000 compounds, 0.036% hits; Q9NR56; active = well fitted inhibition curve with a large enough effect in the signal ratio, with a control signal flat, not every such curve was filed as active; inconclusive = small, poorly fitted or top-dose-only effect, or effect the other way, or a change in a side signal; inactive = no such curve, though single readings can be large or run the other way; the % refers to the signal ratio; also: potency is read from the fitted curve at half-maximal effect; % is scaled to controls: 0 for no effect and ±100 for the full control effect
Target sequence (Q9NR56 whole entry, looked up): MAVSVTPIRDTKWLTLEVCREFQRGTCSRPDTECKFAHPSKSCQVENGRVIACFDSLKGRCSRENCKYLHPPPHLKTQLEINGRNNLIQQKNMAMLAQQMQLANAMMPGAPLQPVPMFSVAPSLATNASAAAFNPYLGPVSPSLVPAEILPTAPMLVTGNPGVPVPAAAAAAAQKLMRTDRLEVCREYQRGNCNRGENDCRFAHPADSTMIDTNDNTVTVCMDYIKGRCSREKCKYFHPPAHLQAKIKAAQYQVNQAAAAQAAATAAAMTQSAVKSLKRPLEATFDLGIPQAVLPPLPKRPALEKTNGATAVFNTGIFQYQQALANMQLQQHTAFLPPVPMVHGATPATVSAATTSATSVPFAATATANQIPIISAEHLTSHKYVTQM
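Compounds (final 92 nM to 58 uM) are added to His-tagged MBNL1 and biotin-(CUG)12, then terbium anti-His antibody and streptavidin-XL665 (5 nM final). After 60 min at room temperature, the 665/545 nm ratio is read.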
TRPV1 ag – human TRPV1 agonism; Q8NER1; TRPV1-expressing cells, Fluo-8 calcium influx, agonist mode; activation, % at 8.33 µM; 320,000 compounds, 0.19% hits; in the data active = activation above about 80%; inconclusive = between about 30% and that limit; also: 0% is about no effect
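Cells expressing TRPV1 were dye-loaded with Fluo-8 and read kinetically: 10 s baseline, 3 min after compound (agonist portion), then 2 min after EC20 capsaicin (allosteric enhancer portion). Calcium-bound dye fluorescence at 480/520 nm.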
GALK inh – inhibitors of human galactokinase; P51570; Purified GALK, Kinase-Glo residual ATP luminescence; Potency, µM (titrated, usually from 57.5 µM), without a hit: top-dose activity change, negative = inhibition, hits mostly inhibitors; 270,000 compounds, 0.007% hits; also: potency is read from the fitted curve at half-maximal effect; % is scaled to controls: 0 for no effect and ±100 for the full control effect
Target sequence (P51570 whole entry, looked up): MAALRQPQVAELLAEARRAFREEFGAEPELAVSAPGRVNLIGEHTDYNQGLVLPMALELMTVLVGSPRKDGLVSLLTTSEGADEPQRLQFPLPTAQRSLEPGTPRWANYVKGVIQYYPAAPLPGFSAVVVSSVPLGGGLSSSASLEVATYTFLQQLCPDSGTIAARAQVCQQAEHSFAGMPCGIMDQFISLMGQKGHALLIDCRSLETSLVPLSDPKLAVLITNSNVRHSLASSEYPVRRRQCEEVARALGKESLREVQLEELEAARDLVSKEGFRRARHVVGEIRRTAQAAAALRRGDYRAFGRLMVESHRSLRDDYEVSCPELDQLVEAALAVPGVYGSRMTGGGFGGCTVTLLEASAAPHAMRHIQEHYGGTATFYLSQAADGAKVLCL
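Compounds were pin-transferred into ATP buffer (35 uM final), then GALK plus galactose (5 nM, 100 uM final) was added. After 1 h at room temperature, Kinase-Glo Plus was added and luminescence read after 10 min.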
Integrin act MD – activates integrin-mediated alleviation for muscular dystrophy; alpha7betagal myoblasts, beta-gal FDG fluorescence, 48 h; Potency, µM (highest dose often 38.3 µM), inactives show at the highest dose activation, usual class: activators; 350,000 compounds, 0.064% hits;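 also: potency is read from the fitted curve at half-maximal effect; 100% = response of the positive control SU9516; nearly all actives have a fitted effect of over 60% in size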
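alpha7betagal+/- myoblasts (passage 13, 250/well) treated 48 h at 37C with compounds at 1:260 dilution of DMSO stock. Lysed, then beta-galactosidase activity read as FDG fluorescence (ex 480/em 540) after 30 min, with pre-read for autofluorescence.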
CXXC DNA block – blocks binding of human MLL CXXC domain to DNA; Q03164; MLL-CXXC / FITC-HOXA9 DNA fluorescence polarization; Potency, µM (top dose mostly 115 µM), inactives show at the top dose activity change, negative = inhibition, hits mostly inhibitors; 290,000 compounds, 0.037% hits; active = well fitted inhibition curve with a large enough effect in the polarisation, with a control signal flat, not every such curve was filed as active; inconclusive = small, poorly fitted or top-dose-only effect, or effect the other way, or a change in a side signal; inactive = no such curve, though single readings can be large or run the other way; the % refers to the polarisation; also: potency is read from the fitted curve at half-maximal effect
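Steps: dispense CXXC domain solution (7 uM) → pin compounds or unlabeled HOX-A9 DNA control → 5 min ambient → add FLSN-HOX-A9 solution (50 nM) → spin → 30 min ambient → fluorescence polarization. Tris pH 7.5/NaCl/DTT/BSA buffer.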
KCNH2 3.1 inh – blocks the human KCNH2 3.1 channel isoform; AID 720553; U2OS KCNH2 3.1, thallium flux FluxOr; stronger effect = lower value; activity change, % (tested at about 1.8 µM); 340,000 compounds, 0.95% hits;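 active = maximum activity change below -70%; inconclusive = maximum activity change from -70% to -50%; inactive = maximum activity change above -50%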;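 also: thallium influx rate constant from kinetic fluorescence after stimulation buffer; % is scaled to controls: 0 for no effect and ±100 for the full control effect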
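FluxOr-based Tl+ influx in U2OS cells transduced with KCNH2 3.1 virus; rate constants normalized to DMSO controls.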
ASM inhibitor – blocks human secretory acid sphingomyelinase; 340,000 compounds, 0.006% hits; Potency, µM (titrated, usually from 57.5 µM), for inactives: at the highest dose activity change, negative = inhibition, hits mostly inhibitors; placental ASM, HMU-PC fluorogenic substrate, 60 min; also: potency is read from the fitted curve at half-maximal effect
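Fluorogenic HMU-PC substrate (9 uM final) is turned over by placental ASM in 60 min at 37 C after a 10 min compound preincubation. Reaction ended by alkaline stop (pH 10), with fluorescence read at 386/447 nm.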
hERG WT inh – inhibitors of human wildtype KCNH2 potassium channel. 340,000 compounds, 0.37% hits. U2OS, BacMam KCNH2, thallium flux FluxOr; stronger effect = lower value. activity change, % at 1.84 µM. Q12809. AID 720551;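 active = maximum activity change below -70%; inconclusive = maximum activity change between -70% and -50%; inactive = maximum activity change above -50%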; also: % is scaled to controls: 0 for no effect and ±100 for the full control effect
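U2OS cells were transduced with wild-type KCNH2 virus (2.03 x 10^8 / mL) for 4 h at room temperature, then cultured overnight at 37 C. Thallium flux was read with FluxOr dye. Rate constants were normalized to DMSO controls.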
Coupling enz – inhibits coupling enzyme system, counter-screen for aldolase hits. activity change, negative = inhibition, % at 58.2 µM, hits read low. AID 2472. 290,000 compounds, 0.67% hits. coupling enzyme system counterscreen, AmpLite Red fluorescence; in the data active = activity change below about -30%; also: % is scaled to controls: 0 for no effect and ±100 for the full control effect
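Compounds tested against the coupling enzymes alone at 57.5 uM final; readout was AmpLite Red fluorescence (525/598 nm) after 20 min at RT.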
A-T KAP1 phos – potential ataxia-telangiectasia treatment; […] A-T fibroblasts, KAP-1 phosphorylation AlphaLISA; neocarzinostatin DNA damage 30 min before lysis; Potency, µM (doses to about 57.5 µM), for the others: at the top dose activation, most hits filed as activators; 320,000 compounds, 0.19% hits; AID 485349; also: potency is read from the fitted curve at half-maximal effect; % of control where 0% means no effect; nearly all actives have a fitted effect of over 45% in size
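hTERT-immortalized A-T patient fibroblasts ([…]), 500 cells/well in OPTI-MEM, 1% FBS, got compounds for 60 min, then NCS for 30 min at 37C. Lysates were then assayed for phospho-KAP-1 by AlphaLISA (anti-pKAP1 donor, anti-KAP1 acceptor beads), 6 hr at 25C.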
* = called active by the depositor; ? = inconclusive; nt = no result given; [ ] = dose if it differs, or a comment. Unless noted, calls follow the shape of the dose curve; as a rule, active = well fitted curve in the direction sought with a large enough effect; inconclusive = small, poorly fitted or top-dose-only effect, or another doubt; inactive = no such curve, though single readings can be large; an effect the other way counts as inactive or inconclusive.

SMILES | MBNL1-CUG inh | TRPV1 ag | GALK inh | Integrin act MD | CXXC DNA block | KCNH2 3.1 inh | ASM inhibitor | hERG WT inh | Coupling enz | A-T KAP1 phos
Cc1ccc(NC(=O)c2ccc(NCc3ccco3)c([N+](=O)[O-])c2)cc1Cl | ? | ? | -2% | 7% | 41%[activator] | -36 | -12% | -9 | -9 | -16%
CN(CCc1ccccn1)Cc1ccc(Cl)c(Cl)c1 | -9% | -1 | -4% | 3% | 3% | -5 | -1% | 9 | -1 | ?
O=C(O)c1ccc(N2CCCCCC2)c(N2C(=O)c3ccccc3C2=O)c1 | -11% | 0 | -4% | 9% | 2% | -2 | 0% | -4 | 2 | 0%
CN(CCOc1ccccc1)CC(=O)Nc1cccc(C#N)c1 | -3% | 1 | -1% | -20% | 29% | -4 | -16% | 21 | 1 | 4%
Cc1ccc(Cl)c(NC(=O)COC(=O)c2nn(C)c(=O)c3ccccc23)c1Cl | nt | -2 | nt | 22% | nt | 6 | 0% | -13 | nt | -3%
Cn1cc([N+](=O)[O-])c(C(=O)NC2CCCCCC2)n1 | 24% | 1 | 3% | -26% | 0% | -6 | -1% | 8 | nt | -1%
Cn1c(N)c(C(=O)COC(=O)CC(NC(=O)c2ccccc2Cl)c2ccccc2)c(=O)n(C)c1=O (stereo not given) | 1% | 8 | 7% | 10% | -6% | 27 | 1% | 1 | 1 | -14%
O=C(c1ccc(F)cc1)N1CCCCC(Sc2nnnn2-c2ccccc2)C1=O (stereo not given) | -4% | 14 | -3% | 18% | 6% | -13 | -5% | -2 | -1 | 4%
COc1ccccc1CNC(=O)c1ccccc1SCC(=O)NCc1ccco1 | nt | 6 | nt | -42% | nt | 2 | nt | 10 | nt | -4%
O=C(COCc1cc(-c2ccc3c(c2)OCO3)on1)N1CCN(c2cccc(C(F)(F)F)c2)CC1 | 0% | 14 | 4% | 11% | 4% | -1 | -13% | -2 | -1 | 4%
COc1ccc(-n2c(C)cc(C(=O)COc3ccc(-n4cnnn4)cc3)c2C)cc1 | 12% | -3 | 3% | -17% | 8% | -7 | -1% | 0 | -4 | 0%
CC(NC(=S)Nc1ccccc1Cl)C(c1cccs1)N1CCCC1 (stereo not given) | -12% | ? | 0% | 5% | -1% | nt | 2% | 30 | 3 | -4%
CN1CCN(CCN2CCn3c2nc2ccccc23)CC1 | -14% | 6 | 0% | 5% | 5% | 4 | 3% | 12 | 0 | 0%
c1ccc2nc3[nH]cnc3nc2c1 | ? | -1 | 0% | -15% | -1% | 2 | 141%[activator] | -2 | 0 | 2%
CC(C)c1cccc(C(C)C)c1NC(=O)Cn1c(=O)cnc2ccccc21 | 16% | -1 | 2% | 1% | -7% | 8 | 4% | -9 | 6 | 2%
O=C(NC1CCCCCCC1)c1ccccc1-c1ccccc1 | 13% | 24 | nt | 3% | 2% | 11 | 2% | 6 | -36* | 3%
CCOCCCNS(=O)(=O)c1cc(Br)cc2c1N(C(=O)C1CC1)CC2 | 2% | 2 | 3% | -6% | 8% | 8 | 2% | -3 | 2 | -3%
O=c1cc(C(F)(F)F)nc(SCc2cccc3ccccc23)[nH]1 | -2% | -2 | -1% | -12% | -2% | 8 | 3% | 18 | 0 | -2%
CC(C)c1ccc(NC2CCCN(C(=O)c3ccsc3)C2)cc1 (stereo not given) | -5% | -2 | 7% | -21% | -4% | -9 | -1% | 1 | nt | 5%
COc1ccc(C(=O)NCc2oc(-c3ccccc3)cc2C(=O)O)cc1 | -8% | 8 | 0% | 17% | -17% | 0 | 1% | 5 | 8 | 2%
COCCCNC(=O)Cc1c(C)c2cc3c(cc2oc1=O)OC(C)(C)CC3 | 17% | 7 | -4% | -26% | -4% | -5 | 21% | -7 | -5 | -7%
O=[N+]([O-])c1ccc(Cl)cc1N1CCOCC1 | ? | 0 | 3% | 15% | 6% | -3 | -5% | -17 | 2 | -3%[11.5 µM]
CCc1cccc(NC(=O)Cn2c(-c3ccccc3)cc(C(C)=O)c2C)c1 | 10% | 6 | 0% | -27% | 13% | -1 | -5% | 19 | 5 | 3%
COC(=O)c1cn(NC(=O)/C=C/c2cccc(OC)c2OC)c(=O)c2ccccc12 | 1% | -4 | nt | nt | 4% | nt | nt | nt | 1 | -11%

Next part; it opens with the 3 that closed the last part.
SMILES | MBNL1-CUG inh | TRPV1 ag | GALK inh | Integrin act MD | CXXC DNA block | KCNH2 3.1 inh | ASM inhibitor | hERG WT inh | Coupling enz | A-T KAP1 phos
O=[N+]([O-])c1ccc(Cl)cc1N1CCOCC1 | ? | 0 | 3% | 15% | 6% | -3 | -5% | -17 | 2 | -3%[11.5 µM]
CCc1cccc(NC(=O)Cn2c(-c3ccccc3)cc(C(C)=O)c2C)c1 | 10% | 6 | 0% | -27% | 13% | -1 | -5% | 19 | 5 | 3%
COC(=O)c1cn(NC(=O)/C=C/c2cccc(OC)c2OC)c(=O)c2ccccc12 | 1% | -4 | nt | nt | 4% | nt | nt | nt | 1 | -11%
CSc1ccc(CN2CCC(n3nccc3NC(=O)C3CCOC3)CC2)cc1 (stereo not given) | -7% | -1 | -7% | 7% | 0% | -19 | 4% | 41 | nt | -3%
CCCN1C(=O)/C(=C\C=C2/Sc3ccccc3N2CC)SC1=S | 35%[activator] | 1 | 11% | nt | 0% | nt | nt | nt | 4 | -15%
O=C(NC1CCCC1)C1CC(O)CN1C(=O)Nc1ccccc1 (stereo not given) | 0% | 3 | 18% | -11% | 0% | 16 | 0% | -4 | -1 | -4%
O=C(CN1CCC(NC(=O)c2ccccc2)CC1)NCc1ccccc1F | -2% | -2 | 0% | 7% | 9% | -10 | -1% | -3 | 4 | nt
O=C(O)c1cc(-c2ccc(N3CCOCC3)cc2)nn1-c1ccc(F)cc1F | 9% | 2 | 2% | 8% | 19% | nt | 5% | -10 | -2 | 1%
Cc1cc(C)cc(OCC(=O)Nc2ccc(N3CCCC3)cc2)c1 | 0% | 0 | 3% | 13% | -1% | 6 | -23% | 17 | -2 | -3%
CN(CC(=O)Nc1ccc(Cl)cc1)c1ccc(S(=O)(=O)N2CCCCC2)cc1[N+](=O)[O-] | 11% | 1 | -4% | 17% | 1% | -3 | -17% | 19 | -4 | 4%
O=C(NCc1ccc2c(c1)OCO2)c1ccc(Cl)c(S(=O)(=O)NCc2ccccc2)c1 | 5% | 0 | 2% | 24% | -5% | -29 | -2% | -3 | -2 | 0%
O=C(N/N=C/C(Br)=C\c1ccccc1)c1n[nH]c2c1CCC2 | 27% | 2 | 0% | -59%[inhibitor] | 76%[activator] | 10 | -11% | -6 | 2 | 0%
CN(c1ccccc1)S(=O)(=O)c1ccc(C(=O)NCc2ccco2)cc1 | nt | -7 | nt | 5% | nt | 34 | 4% | 35 | nt | 0%
Cc1ccc(/C=N/NC(=O)c2ccncc2)o1 | nt | 9 | 0% | 0% | 11% | -4 | 3% | 0 | 1 | -4%
Cc1ccc(S(=O)(=O)Nc2ccc(C(=O)N3CCCC3)cc2)c(C)c1NS(C)(=O)=O | -3% | -3 | -3% | -6% | 6% | 5 | -2% | 7 | 3 | -7%
O=C(O)c1ccccc1C(=O)N1CC=C(c2ccccc2)CC1 | 10% | -2 | 1% | -53%[inhibitor] | -5% | 8 | 6% | 3 | 3 | 0%
COc1ccc(NC(=O)COC(=O)CCc2ccc(S(=O)(=O)N3CCOCC3)cc2)cc1OC | nt | nt | nt | -20% | nt | -2 | 3% | 9 | nt | 6%
COc1ccc(S(=O)(=O)NCC2CCCN(Cc3ccc(O)cc3)C2)cc1 (stereo not given) | 2% | -3 | 1% | ? | 20% | ? | -2% | 12 | 1 | 6%
COC(=O)c1ccc(NC(=O)CC2C(=O)N(c3ccc(C)cc3)C(=O)N2CC(C)C)cc1 (stereo not given) | 1% | -2 | 2% | 8% | -1% | 15 | -11% | 30 | -2 | -1%

Three compounds picked at random from the list so far, as already listed:
SMILES | MBNL1-CUG inh | TRPV1 ag | GALK inh | Integrin act MD | CXXC DNA block | KCNH2 3.1 inh | ASM inhibitor | hERG WT inh | Coupling enz | A-T KAP1 phos
COc1ccc(S(=O)(=O)NCC2CCCN(Cc3ccc(O)cc3)C2)cc1 (stereo not given) | 2% | -3 | 1% | ? | 20% | ? | -2% | 12 | 1 | 6%
O=C(COCc1cc(-c2ccc3c(c2)OCO3)on1)N1CCN(c2cccc(C(F)(F)F)c2)CC1 | 0% | 14 | 4% | 11% | 4% | -1 | -13% | -2 | -1 | 4%
CCCN1C(=O)/C(=C\C=C2/Sc3ccccc3N2CC)SC1=S | 35%[activator] | 1 | 11% | nt | 0% | nt | nt | nt | 4 | -15%

Source: PubChem BioAssay (National Center for Advancing Translational Sciences (NCATS))
